Ins promoter up – insulin promoter activators in MIN6 cells, imaging, high-content screening, mouse beta cells. z-score at 5 µM. AID 1625, 2009. actives 0.3% (n = 190,000). MIN6 insulin promoter-GFP reporter; active compounds read high;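 active means z-score above 3 at 5 µM with at least 500 cells counted in the well; inconclusive means wells under 500 cells, flagged as cytotoxic or low count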
Dynein transport – inhibitors of GR-EGFP nuclear translocation, primary screen, dynein cargo transport inhibitor project, imaging, high-content, 3617.4 mouse cells. z-score, hits read low. actives 0.47% (n = 220,000). test concentration mostly 20 µM; stimulated with dexamethasone, 1 µM; active compounds read low;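 active means plate z-score of nuclear minus cytoplasmic receptor signal below a set negative limit, without overly bright fluorescence or cell loss, cut at about -3.5 in these data, passing the limit was not always enough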;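 further: z-score of nuclear minus cytoplasmic ring GR-EGFP intensity difference per well; some compounds called inactive have numbers as strong as hits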
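Buffer or medium: tet-free, stripped-serum medium; Also added: dexamethasone, 1.0 µM final; Technique: high-content fluorescence imaging after fixation; Times: 48 h induction, 1 h compound, 30 min dex at 37 °C; Read-out: per-cell GR-EGFP intensity, nucleus versus surrounding cytoplasmic ring, well-averaged.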
Yfh1-off respiration – enhancers of respiration in Yfh1-depleted yeast, dose response, Friedreich's ataxia, plus single-dose screen (AID 1465); S. cerevisiae Yfh1-off respiration, WST-1 reduction, 72 h; higher fold induction means a stronger effect; fold induction at 50 µM, or EC50 in µM where a hit was titrated; actives 0.074% (n = 220,000);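 active means fold induction of absorbance versus untreated yeast above a set limit, then at least 30% activation at any dose in follow-up; inconclusive means repeats straddling the limit, or above it without dose testing; inactive means fold induction below the set limit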;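 further: activators that raise dye reduction in frataxin-depleted yeast; strong numbers were not always called active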
M17LAP inhibition – P. falciparum M17LAP inhibitors, primary screen, biochemical, fluorogenic H-Leu-NHMec substrate, 1536-well (AID 1619) | Leucine aminopeptidase (Plasmodium falciparum (isolate 3D7)) | recombinant M17LAP, H-Leu-NHMec fluorogenic kinetic assay; higher % means a stronger effect | one-dose inhibition, % at 30 µM; IC50 in µM for titrated hits | actives 0.38% (n = 220,000);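 active means compound inhibiting the enzyme by more than half at any dose during confirmatory dose-response retesting; inconclusive means strong single-dose inhibitors picked by rank but not retested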;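 further: plate controls were full reaction with DMSO carrier for no effect and no enzyme background for full effect; strong numbers were not always called active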
CSM14.1 death rescue – rescue of cells from ER stress-induced death, primary screen, 384-well, CSM14.1, thapsigargin, ATP luminescence (AID 1222); 190,000 tested, under 10 active; one-dose cellular ATP content (survival), % at 20 µM; EC50 in µM for titrated hits; CSM14.1 thapsigargin-induced death rescue, ATP luminescence; higher % means a stronger effect;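 active means EC50 below 50 µM in the dose-response confirmation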;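 further: death triggered by thapsigargin at about 15 µM added after 2 h compound pretreatment; cell ATP read after overnight thapsigargin exposure of roughly 18 to 22 hours; normalized against plate controls of thapsigargin alone and 5% DMSO vehicle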
MT stabilizer – microtubule stabilizers in HeLa cells, primary screen, imaging, high-content imaging | actives 0.83% (n = 200,000) | % tubulin-high responders, % at 10 µM | HeLa tubulin immunostaining HCS, 24 h; share of cells brighter than vehicle mean+2SD;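 active means plate Z-score above 3 for both tubulin-high and condensed-nucleus cell shares, with cell loss under 80%, at 10 µM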;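 further: anti alpha tubulin signal scored within the nucleus-defined area of each cell; some results filed as inactive read as strong as hits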
Autophagy HCS – autophagy modulators in MEF cells, primary screen, imaging, high-content, MEF GFP-LC3. calls only at 10 µM (by protocol). actives 0.98% (n = 190,000). MEF GFP-LC3 puncta imaging; test concentration mostly 10 µM;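 active means percentage of spot-positive cells more than 3 SD above its plate mean, without a fluorescence outlier flag or 80% toxicity; inconclusive means no clear call, values can overlap the other calls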;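 further: spot-positive cell cutoff set from DMSO-treated cells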
P. falciparum M1AAP – P. falciparum M1AAP inhibitors, biochemical, fluorogenic H-Leu-NHMec substrate, 1536-well (AID 1445); recombinant M1AAP, H-Leu-NHMec fluorogenic kinetic assay; higher % means a stronger effect; inhibition, % at 30 µM; hits with a dose series show IC50 in µM; actives 0.42% (n = 220,000);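 active means primary inhibition above the hit cutoff, then over 50% inhibition at one or more dose response concentrations, cut at about 23% in these data, passing the limit was not always enough; inconclusive means conflicting primary data, or primary hits not chosen for dose response; inactive means low primary inhibition, or under 50% at every dose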;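 further: plate controls were DMSO full reaction for no effect and no enzyme background for full effect; strong numbers were not always called active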
Lipid droplet – inhibitors of hepatocyte lipid droplet formation, primary screen, imaging, high-throughput imaging, BODIPY stain | AID 1656, 2009 | AML12 mouse hepatocytes, oleate lipid droplets | actives 0.4% (n = 240,000) | inhibition, % at 6.5 µM;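 active means lipid droplet intensity inhibited by at least 50%, with more than 500 cells counted; inconclusive means wells with under 300 cells, treated as cytotoxic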
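Test system: AML12 hepatocytes (mouse); reagent: oleate loading, 100 µM; dosing: one dose, 6.5 µM compound; incubation: overnight exposure; signal: fluorescence imaging, 20x objective, two fields per well; read-out basis: % inhibition of corrected integrated BODIPY droplet signal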
Dynein transport cytoplasmic EGFP – recorded beside Dynein transport, whose call it bears; z-score; measured here: cytoplasmic GR-EGFP intensity; active compounds read high
Dynein transport nuclear GR-EGFP – also measured in Dynein transport; calls as there; z-score; measured here: nuclear GR-EGFP intensity;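 lower value marks the stronger effect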
Dynein transport cell count – further read-out of Dynein transport, marked with its call; z-score; measured here: cell count per field
Ins promoter up cell count – also measured in Ins promoter up; calls as there; cell count; measured here: cytotoxicity, nuclei count;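 total cells summed across four imaged fields per well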
Lipid droplet cells 6.5 µM – recorded beside Lipid droplet, whose call it bears; cell count; measured here: cell count, cytotoxicity flag;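 cells counted across two imaged fields per well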
MT stabilizer Hoechst-high % – further read-out of MT stabilizer, marked with its call; % Hoechst-high responders; measured here: nuclear condensation Hoechst responders;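 share of cells brighter than vehicle mean plus two SD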
MT stabilizer cytotoxicity % – recorded beside MT stabilizer, whose call it bears; toxicity, %; measured here: cytotoxicity by cell density;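 0% = mean cell density of plate MIN control wells and 100% = no cells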
Autophagy HCS cell loss 18 h – also measured in Autophagy HCS; calls as there; toxicity, %; measured here: cell loss, nuclei count;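 cell loss after 18 h compound exposure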
An asterisk follows results filed as active; i = inactive; ? = inconclusive; . = no result given; + = active, no number.

SMILES	Ins promoter up	Ins promoter up cell count	Dynein transport	Dynein transport cytoplasmic EGFP	Dynein transport nuclear GR-EGFP	Dynein transport cell count	Yfh1-off respiration	M17LAP inhibition	CSM14.1 death rescue	MT stabilizer	MT stabilizer Hoechst-high %	MT stabilizer cytotoxicity %	Autophagy HCS	Autophagy HCS cell loss 18 h	P. falciparum M1AAP	Lipid droplet	Lipid droplet cells 6.5 µM
Cc1ccccc1OCCc1c(C)[nH]c(=S)[nH]c1=O	0.37	1255	-0.3	-0.18	-0.21	0.057	i	-4%	-1.6%	7.3	34	31	i	36	6%	?	.
CCCCNCCCCOc1ccccc1	.	.	-0.67	0.028	-0.14	1	i	7%	1.7%	2.4	3.5	4.8	i	-1	12%	10	812
CC(=O)Nc1ccc(NC(=O)c2c(C)nc3ccccn23)cc1	.	.	-0.7	-0.16	-0.086	-0.25	i	4%	-0.8%	5.4	2.2	2.9	i	8	9%	.	.
NS(=O)(=O)c1ccc(CNC(=O)C23CC4CC(CC(C4)C2)C3)cc1	0.82	836	-1.1	-0.031	-0.26	0.18	i	-3%	0.3%	1.7	1.1	7.0	i	-2	-3%	-43	783
COC(=O)C1=CNC=C(C(=O)OC)C1c1ccccc1Cl	0.3	1297	-0.17	-0.23	-0.15	0.48	i	-379%	3.0%	3.9	3.2	6.2	i	-8	?	7	789
CC1=C(C(=O)OC2CCCC2)C(c2coc3ccc(C)cc3c2=O)C2=C(CCCC2=O)N1 (centres undefined)	-0.4	1077	0.29	-0.18	0.23	0.48	i	4%	2.6%	2.6	1.1	14	i	8	6%	8	704
COc1ccccc1NC(=O)Nc1ccc(Cc2ccncc2)cc1	-0.05	1584	-0.28	-0.24	-0.17	0.65	i	-1%	2.4%	3.4	2.4	2.7	i	27	7%	-1	672
COc1cccc(-n2c(SCc3ccccn3)nc3c(c2=O)SCC3)c1	-0.14	1228	0.44	-0.31	0.11	-0.023	i	1%	0.5%	2.4	1.7	3.5	i	-4	5%	1	680
CCOC(=O)c1nn(-c2cccc(Cl)c2)c2nc(Nc3ccccc3)cc(=O)n12	0.84	1176	-0.23	-0.2	-0.17	-0.0054	i	8%	-4.1%	3.0	2.3	1.6	i	-5	6%	39	739
CN(Cc1ccccc1)C(=O)CCC(=O)N(C)Cc1ccccc1	0.51	1068	-0.44	-0.19	-0.32	0.49	i	8%	-2.0%	1.6	0.9	6.2	i	0	0%	.	.
Cn1nc(CC(=O)NC2CCCCCCCCCCC2)c2ccccc2c1=O	-0.39	1530	-1.1	-0.21	-1.2	0.88	.	0%	-0.4%	3.3	1.9	6.9	i	15	6%	.	.
O=C(CSc1ccc(Cl)cc1)N/N=C/c1cccnc1	.	.	0.7	-0.17	0.39	-1.3	i	10%	2.9%	1.1	2.1	2.7	i	14	8%	0	703
Nc1nc(SCc2ccc(Br)cc2)[nH]c(=O)c1-c1ccccc1	1	1461	2.2	-0.19	1.5	-1.6	i	6%	-1.0%	3.2	2.4	4.7	i	-13	-5%	4	669
Cc1cccc(-c2nnc(SCC(=O)C(C)(C)C)n2C)c1	-0.11	1505	-1.5	-0.2	-0.68	1.7	i	5%	.	.	.	.	.	.	1%	1	643
COc1ccc2cc(/C=N/NC(=O)CN(c3ccccc3C)S(=O)(=O)c3ccccc3)c(Cl)nc2c1	1.7	1347	0.47	-0.21	0.5	-0.59	i	8%	-0.4%	3.7	9.9	2.6	+	-6.3*	-6%	-10	572
O=C(CN1CCOc2ccccc21)NCc1ccccc1	0.67	1193	-0.098	-0.25	0.64	0.33	.	5%	-4.9%	2.9	2.0	7.8	i	3	0%	3	785
CCc1cc2c(N=Nc3c(O)[nH]c4ccccc34)ncnc2s1	-0.82	1234	-0.55	0.051	-0.48	0.32	i	11%	-1.4%	5.7	4.0	7.3	+	16*	0%	-17	705
O=C(NC(NC(=S)N1CCOCC1)C(Cl)(Cl)Cl)c1cccc2ccccc12 (centres undefined)	-1.9	632	-0.61	-0.15	-0.29	-0.26	i	8%	1.0%	2.4	2.4	9.2	i	13	4%	-6	641
Cc1cc(NC(=O)c2ccc(NC(=O)C3CC3)cc2)no1	1.2	1668	1.4	-0.011	1.6	-2.3	i	-1%	0.2%	2.3	3.2	1.2	i	1	5%	-7	653
COc1ccc(CN(C)CC(=O)Nc2sc3c(c2C#N)CCC3)cc1OC	-1.4	1306	-0.1	-0.12	-0.15	-0.048	i	22%	2.2%	1.8	1.1	13	i	9	12%	9	703
O=C(COc1ccc(Cl)cc1)OCC(=O)N1CCCc2ccccc21	-0.15	1493	0.18	-0.24	-0.089	0.13	i	6%	-0.3%	2.8	1.4	4.0	i	-2	-3%	12	728
COc1ccc(C)cc1Nc1nnc(C)c(=O)[nH]1	-0.2	1516	2.4	-0.15	1.6	-1.4	i	4%	-0.3%	2.6	1.4	7.5	i	-22	3%	0	698
O=C(NC1CCCC1)C(c1ccccn1)N(C(=O)c1csnn1)C1CCCCC1 (centres undefined)	0.15	1217	-0.17	-0.25	0.13	0.27	i	-4%	0.8%	1.7	1.2	2.5	i	2	5%	-33	743
C/C(=C\C(=O)c1ccc(C)cc1)NCc1ccc(F)cc1	.	.	-0.13	-0.21	-0.37	0.44	i	.	.	2.6	2.6	4.1	i	12	.	.	.
Cc1cc(=O)[nH]c(SCC(=O)Nc2ccc(Br)cc2)c1C#N	0.27	849	0.19	-0.25	0.25	-0.31	i	1.5µM*	-0.8%	2.5	1.0	6.7	i	-15	2%	5	821
O=C(O)CN=C1NC2(CCCCC2)Cc2ccccc21	0.14	1293	-0.99	-0.26	-0.74	1.3	i	5%	2.0%	2.8	1.5	4.9	i	2	4%	9	720
CC(/C=N\NC(=O)CN1CCN(S(=O)(=O)c2ccc(C)cc2)CC1)=C\c1ccccc1	0.43	1483	-0.06	-0.21	0.42	-0.091	i	-5%	-0.9%	3.9	2.4	6.8	i	6	-5%	-14	636
O=C(O)CSc1nnc(-c2cccc(S(=O)(=O)N3CCOCC3)c2)n1-c1cccc(Cl)c1	-0.04	813	0.098	-0.77	-0.15	0.067	i	.	.	.	.	.	.	.	.	8	693
CN(C)/C=C/c1c([N+](=O)[O-])c2ccc(O)cc2n1-c1ccccc1	-2.1	1388	-0.59	-0.25	-0.33	-0.21	i	16%	.	.	.	.	.	.	2%	-15	749
COc1cc2c(cc1NC(=S)NC(=O)c1c(OC)cccc1OC)oc1ccccc12	-0.16	1487	0.9	-0.2	0.59	-0.42	i	5%	-2.3%	2.5	2.0	5.6	i	4	0%	105*	622*
O=C(N/N=C/c1c[nH]c2ccccc12)c1ccc2c(c1)OCCO2	-0.08	1319	-0.81	-0.27	-0.41	0.4	i	3%	.	.	.	.	.	.	7%	-4	674
COC(=O)c1ccc(NC(=O)CN2CCN(c3cccc(Cl)c3)CC2)cc1	0.62	1077	1.3	-0.19	0.84	-0.46	i	6%	-1.7%	1.7	2.1	15	i	21	6%	6	714
Cc1nc2c3cnn(-c4ccc(C)c(C)c4)c3ncn2n1	0.4	1610	-0.17	0.13	-0.2	0.35	i	-7%	-1.3%	0.9	2.0	3.6	i	3	-5%	.	.
CCCCCOc1ccccc1C(=O)NCCCCCC(=O)O	-0.03	1104	-0.67	-0.31	0.057	0.76	i	-2%	.	.	.	.	.	.	-3%	2	705
CC(=O)NCCOc1nc(N2CCCCC2)nc(N2CCCCC2)n1	-0.29	1458	-0.23	-0.18	0.11	1.1	i	.	0.2%	1.5	2.0	0.6	i	-12	.	0	707
COc1ccc(OC)c(NC(=O)C(=O)NNC(=O)c2cccs2)c1	0.39	1461	-0.55	-0.24	-0.3	0.36	i	7%	5.9%	5.2	1.8	5.9	i	10	-8%	12	693
Cc1ccc(S(=O)(=O)N2CCOC2CNC(=O)C(=O)NCc2cccnc2)cc1 (centres undefined)	-0.17	1399	-0.68	-0.3	0.37	0.6	i	0%	8.7%	3.4	2.4	4.1	i	-9	-2%	12	726
CCOc1ncccc1C(=O)OCC(=O)c1cc(OC)c(OC)c(OC)c1	-0.32	1028	-0.84	-0.84	-0.76	0.4	i	-1%	.	.	.	.	.	.	3%	11	624
Cc1cccc(OCC(=O)Nc2ccc(S(=O)(=O)Nc3cc(C)nc(C)n3)cc2)c1	-0.04	1437	1.7	0.32	1.8	-1.7	i	10%	0.1%	3.2	2.0	14	i	-13	0%	-9	718
CCn1c(SCC(=O)N/N=C/c2cc(OC)c(O)c(OC)c2)nc2ccccc21	-1.1	1483	0.91	-0.26	0.81	-0.64	i	-9%	1.6%	3.2	2.5	7.0	i	1	3%	-1	691

Compound activity as filed in PubChem BioAssay.
